# Assay outcomes from PubChem BioAssay.
# All columns: NCI-60 one-dose screen, growth in % after 48 h at 10 µM unless noted; 100 = growth as untreated, 0 = no growth, -100 = all killed.
# IGROV1: IGROV1 ovarian cancer | actives 4.7% (n = 79,000) | AID 1794786
# SK-OV-3: SK-OV-3 ovarian cancer cells; actives 3.2% (n = 80,000); AID 1794785
# ACHN: ACHN renal cancer; actives 4.9% (n = 81,000); AID 1794771
# 786-0: 786-0 renal cancer cells. AID 1794775. actives 5.1% (n = 81,000)
# SN12C: SN12C renal cancer cells | actives 3.8% (n = 81,000)
# UO-31: UO-31 renal cancer; actives 5.2% (n = 81,000); AID 1794768
# RXF 393: RXF 393 renal cancer cells; actives 6.9% (n = 77,000); AID 1794773
# TK-10: TK-10 renal cancer cells; actives 3.9% (n = 81,000); AID 1794769
# * hit, by the source's call; · = not tested or not shown; & = joins results of further samples. The calls were made as follows: active = growth percent below 10; inactive = the rest.
# Key to letters: A = IGROV1; B = SK-OV-3; C = ACHN; D = 786-0; E = SN12C; F = UO-31; G = RXF 393; H = TK-10
structure: CSC1=Nc2c(c(C)c(C)n2CCCCCC(=O)O)C2=NC(=O)CN12
  A: 88 | B: 130 | C: 90 | D: 101 | E: 105 | F: 83 | G: 113 | H: 204
structure: O=C(NC(=S)Nc1cc(Cl)ccc1O)c1cccc(Br)c1
  A: 41 | B: 77 | C: 65 | D: 76 | E: 77 | F: 53 | G: 66 | H: 108
structure: Cc1cc(=O)n2nc(SCc3nnc4n(Cc5ccccc5)c(=O)c5c6c(sc5n34)CCCC6)sc2n1
  A: 94 | B: 80 | C: 89 | D: 113 | E: 102 | F: 78 | G: 76 | H: 111
structure: O=S(=O)(O)c1cc(O)c2c(N=Nc3ccc(Nc4ccccc4)c4c(S(=O)(=O)O)cccc34)cc(S(=O)(=O)O)cc2c1
  A: · | B: 104 | C: 99 | D: 102 | E: 99 | F: 74 | G: 109 | H: 106
structure: O=C(O)c1cc(=O)cc(C(=O)O)o1
  A: 106 | B: 110 | C: 107 | D: 96 | E: 103 | F: 88 | G: 108 | H: 107
structure: Cc1ccc(Cc2cnc(NC(=O)C3=NCCCN3)s2)cc1
  A: 101 | B: 99 | C: 107 | D: 98 | E: 98 | F: 83 | G: 102 | H: 97
structure: CCOC(=O)N1CN(C(=O)OCC)CN(C(=O)OCC)C1
  A: 108 | B: 103 | C: 103 | D: 97 | E: 95 | F: 80 | G: 93 | H: 119
structure: CCN1C(=O)N(CC)C2Nn3c(s/c(=C\c4ccccc4)c3=O)=NC21 (centres undefined)
  A: 82 | B: 81 | C: 70 | D: 58 | E: 73 | F: 71 | G: 90 | H: 101
structure: [O-][n+]1cc(Cl)cc(Cl)c1
  A: 120&105 | B: 117&106 | C: 104&106 | D: 99&100 | E: 98&94 | F: 100&98 | G: 93&98 | H: 108&107
structure: O=C1CCC(N2Cc3c(C#CCCCNC(=O)c4ccc(NC(=O)[C@@H]5NC6(CCCCC6)[C@@]6(C(=O)Nc7cc(Cl)ccc76)[C@H]5c5cccc(Cl)c5F)cc4)cccc3C2=O)C(=O)N1 (some centres undefined)
  A: 12 | B: 74 | C: 26 | D: 48 | E: 74 | F: 30 | G: 46 | H: 80
structure: Cc1ccc(S(=O)(=O)OCCCl)cc1
  A: 112 | B: 108 | C: 105 | D: 97 | E: 101 | F: 99 | G: 98 | H: 98
structure: CCc1ccc(SC2c3ccc(N(CC)CC)cc3Oc3nc(N)c(C#N)c(N)c32)cc1 (centres undefined)
  A: -78* | B: 18 | C: -54* | D: -89* | E: -33* | F: -99* | G: · | H: -18*
structure: O=C(Nc1ccc(Cl)c(C(F)(F)F)c1)Nc1ccc(-c2cccnc2)cc1N1CCC(CO)CC1
  A: 61 | B: 33 | C: 17 | D: 16 | E: 31 | F: 22 | G: 26 | H: 22
structure: CCCCc1nc2c(N)nc3ccccc3c2n1Cc1ccc(CO)cc1
  A: 90 | B: 102 | C: 91 | D: 93 | E: 98 | F: 70 | G: 103 | H: 92
structure: COc1cc(-c2nc(SCCC(C)C)nc(Nc3ccc(O)cc3)c2C#N)cc(OC)c1OC
  A: 98 | B: 110 | C: 103 | D: 108 | E: 98 | F: 88 | G: 114 | H: 111
structure: CCOC(=O)C/C(C)=N\O
  A: 101 | B: 103 | C: 112 | D: 96 | E: 99 | F: 82 | G: 113 | H: 93
structure: Cc1ccc(NC=O)cc1C
  A: 120 | B: 100 | C: 105 | D: 102 | E: 100 | F: 93 | G: 107 | H: 108
structure: Cn1c2ccccc2c2nnc(N/N=C/c3cccs3)nc21
  A: 72 | B: 114 | C: 92 | D: 98 | E: 103 | F: 89 | G: · | H: 116
structure: COc1cc2c(c(OC)c1OC)C(=O)CC(c1cccc(NC(=O)[C@H](C)NC(=O)OC(C)(C)C)c1)O2 (some centres undefined)
  A: 98 | B: 113 | C: 98 | D: 99 | E: 98 | F: 91 | G: 109 | H: 109
structure: CN(C)CCNc1cccc2sc3ccc(O)cc3c(=O)c12
  A: 50 | B: 51 | C: 15 | D: 63 | E: 40 | F: 20 | G: 60 | H: 58
structure: O=C(CCCC(O)(C1CC1)C1CC1)C1CC1
  A: 108 | B: 106 | C: 107 | D: 103 | E: 98 | F: 84 | G: 94 | H: 132
structure: Clc1nc(Nc2ccccc2)nc(Nc2ccccc2)n1
  A: 92 | B: 96 | C: 99 | D: 84 | E: 96 | F: -81* | G: 117 | H: 122
structure: Cc1cc2c(c(C)c1Cl)C(=O)/C(=C/c1ccc(Cl)cc1)O2
  A: 69 | B: · | C: 87 | D: 100 | E: 92 | F: 67 | G: 116 | H: 132
structure: COc1cc(C[C@H]2COc3cc(O)cc(O)c3C2=O)ccc1O
  A: 41 | B: 29 | C: 42 | D: 26 | E: 41 | F: 49 | G: 35 | H: 59
structure: Cc1cc(Cl)ccc1OCC(=O)OCC(C)(C)[N+](=O)[O-]
  A: 96 | B: 105 | C: 104 | D: 100 | E: 95 | F: 84 | G: 101 | H: 96

# One compound at a time, as listed above:
# CCOC(=O)C/C(C)=N\O is listed with IGROV1: 101; SK-OV-3: 103; ACHN: 112; 786-0: 96; SN12C: 99; UO-31: 82; RXF 393: 113; TK-10: 93
# O=S(=O)(O)c1cc(O)c2c(N=Nc3ccc(Nc4ccccc4)c4c(S(=O)(=O)O)cccc34)cc(S(=O)(=O)O)cc2c1 is listed with IGROV1: ·; SK-OV-3: 104; ACHN: 99; 786-0: 102; SN12C: 99; UO-31: 74; RXF 393: 109; TK-10: 106
# O=C1CCC(N2Cc3c(C#CCCCNC(=O)c4ccc(NC(=O)[C@@H]5NC6(CCCCC6)[C@@]6(C(=O)Nc7cc(Cl)ccc76)[C@H]5c5cccc(Cl)c5F)cc4)cccc3C2=O)C(=O)N1 (some centres undefined) is listed with IGROV1: 12; SK-OV-3: 74; ACHN: 26; 786-0: 48; SN12C: 74; UO-31: 30; RXF 393: 46; TK-10: 80

# The main list resumes, starting 2 compounds before the break.
# Key to letters: A = IGROV1; B = SK-OV-3; C = ACHN; D = 786-0; E = SN12C; F = UO-31; G = RXF 393; H = TK-10
structure: COc1cc(C[C@H]2COc3cc(O)cc(O)c3C2=O)ccc1O
  A: 41 | B: 29 | C: 42 | D: 26 | E: 41 | F: 49 | G: 35 | H: 59
structure: Cc1cc(Cl)ccc1OCC(=O)OCC(C)(C)[N+](=O)[O-]
  A: 96 | B: 105 | C: 104 | D: 100 | E: 95 | F: 84 | G: 101 | H: 96
structure: CCCCn1sc(=O)n(Cc2ccc(CNC(=O)C(C)c3ccc(CC(C)C)cc3)cc2)c1=O (centres undefined)
  A: 95 | B: · | C: 89 | D: 97 | E: 95 | F: 78 | G: · | H: 102
structure: Nc1ccc(/C=C\C(=O)c2ccccc2)cc1
  A: 126 | B: 105 | C: 115 | D: 97 | E: 104 | F: 86 | G: 105 | H: 102
structure: O=c1[nH]c2ccccc2cc1CSc1ccccc1Nc1nccc(-c2ccc3c(c2)OCO3)n1
  A: 99 | B: 83 | C: 52 | D: 65 | E: 57 | F: 78 | G: 82 | H: 107
structure: COc1ccc(C(=O)c2sc3nc4c(cc3c2N)CCCC4)cc1OC
  A: 36 | B: 72 | C: 63 | D: 66 | E: 63 | F: 56 | G: 32 | H: 83
structure: Cc1c(Cl)cccc1NC(=S)NC(=O)/C=C/c1ccccc1
  A: 96 | B: 108 | C: 103 | D: 98 | E: 105 | F: 80 | G: · | H: 109
structure: O=C(NOC1OC(CO)C(O)C(O)C1O)Nc1ccccc1 (centres undefined)
  A: 111 | B: 96 | C: 101 | D: 107 | E: 92 | F: · | G: · | H: 109
structure: O=C(c1ccccc1)N1CCN(C(=O)c2ccccc2)CC1
  A: 123 | B: 100 | C: 101 | D: 104 | E: 104 | F: 89 | G: 98 | H: 108
structure: NS(=O)(=O)c1ccc(N2CC(c3nc4ccccc4o3)CC2=O)cc1 (centres undefined)
  A: 102 | B: 95 | C: 89 | D: 99 | E: 96 | F: 70 | G: · | H: 115
structure: O=C(Nc1ccc2c(O)c(N=Nc3ccccc3)c(S(=O)(=O)O)cc2c1)Nc1ccc2c(O)c(N=Nc3ccccc3)c(S(=O)(=O)O)cc2c1
  A: 102 | B: 90 | C: 106 | D: 104 | E: 105 | F: 80 | G: 130 | H: 89
structure: CCCCC1CCc2cccc3c(SCC(=O)N(C)c4ccc(Oc5ccccc5)cc4)cc[n+]1c23 (centres undefined)
  A: 110 | B: · | C: 105 | D: 106 | E: 101 | F: 94 | G: 130 | H: 103
structure: Cc1[nH]nc2ccc(-c3nc4cnc(N5CCN(C)CC5)cn4c3Nc3ccc(F)cc3Br)cc12
  A: 60 | B: 97 | C: 48 | D: 4.7* | E: 30 | F: 50 | G: 63 | H: 65
structure: CC(=O)OC1C(OC(C)=O)C2C(C)CC3OC(=O)C(C)C3CC2(C)C1OC(C)=O (centres undefined)
  A: 107 | B: 110 | C: 98 | D: 103 | E: 111 | F: 92 | G: 99 | H: 99
structure: COc1ccc(-c2cc(-c3ccccc3)nc3nc(NC(C)=O)nn23)cc1
  A: 106 | B: 121 | C: 97 | D: 87 | E: 107 | F: 84 | G: 103 | H: 97
structure: CC(=O)NCC1CCCO1 (centres undefined)
  A: 106 | B: 96 | C: 113 | D: 102 | E: 95 | F: 96 | G: 116 | H: 93
structure: Nc1nc2c(C(=O)Nc3ccc(Br)cc3)c(Nc3ccccc3)nn2cc1-c1nc2ccccc2s1
  A: 103 | B: 97 | C: 99 | D: 104 | E: 98 | F: 79 | G: 120 | H: 111
structure: CCOC(=O)C(CC/C=N/Nc1ccccc1)(NC(C)=O)C(=O)OCC
  A: 106 | B: 92 | C: 99 | D: 103 | E: 113 | F: 64 | G: 105 | H: 113
structure: CC1CCCCN1CCCNC(=O)c1ccc2c(c1)sc1nc(-c3ccc(F)cc3)cn12 (centres undefined)
  A: 94 | B: 100 | C: 101 | D: 79 | E: 100 | F: 77 | G: 92 | H: 90
structure: N/C(=N\NC(=O)CCl)c1c(N)nc(=S)[nH]c1-c1ccc(Cl)cc1Cl
  A: 109 | B: 103 | C: 119 | D: 96 | E: 106 | F: 94 | G: 113 | H: 117
structure: CC(C)C1=C[C@@]23CC[C@H]4C(C)(C(=O)O)CCC[C@]4(C)[C@H]2C[C@@H]1C1=C3C(=O)C=CC1=O (some centres undefined)
  A: 107 | B: · | C: 98 | D: 101 | E: 101 | F: 91 | G: 111 | H: 111
